Screens as filed in PubChem BioAssay.
APJ ag = activates the human apelin receptor APJ; P35414; 330,000 tested, 0.11% active; activation, % at 20 µM; CHO-K1 APJ PathHunter beta-arrestin, luminescence; 0% DMSO wells, 100% apelin; AID 2520;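 active means activation more than six SD over the plate average, tested at 20 µM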;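 further: 0% = DMSO alone and 100% = apelin-13 at 10 nM; some results filed as inactive read as strong as hits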
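Test system: CHO-K1 APJ beta-arrestin complementation cell line | Compound: Single test compound dose, 20 µM final, 1% DMSO | Incubation: Compound 90 min 25 °C, reagent 1 h | Measured by: beta-gal luminescence | Read-out basis: APJ–arrestin association signal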
NR3A LBD binder = modulates the human NR3A ligand-binding domain. NR3A LBD differential scanning fluorimetry, Tm shift; 0% = protein alone, 100% = glycine-bound protein. Tm shift relative to glycine control, % at 25 µM. 340,000 tested, 2.5% active. AID 1259313;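 active means melting temperature shift of at least 10% of the positive control shift, at one fixed dose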
UPR CHOP act = activators of apoptotic arm of unfolded protein response (CHOP); CHO-CHOP luciferase reporter, UPR activation, luminescence; percent of tunicamycin response over DMSO baseline; AID 449763; activation, % at 10 µM; 330,000 tested, 0.34% active;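 active means at 10 µM dose, activation of 40% or more, normalized to positive control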;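 further: 100% = tunicamycin at 10 µg/mL and 0% = DMSO alone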
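Test system: CHO-CHOP cells, stable luciferase reporter of PERK-eIF2a-CHOP signalling | Quantity: 500 CHO-CHOP cells per well | Buffer or medium: F12 plus 10% serum | Compound dosing: 10 µM single point, 0.5% DMSO | Schedule: 6 h compound treatment, 37 °C | Signal: Luciferase luminescence | Control set: Tunicamycin high control, DMSO low control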
tim10-1 inh = growth inhibitors of tim10-1 mutant yeast; S. cerevisiae tim10-1 ts strain growth, BacTiter-Glo, 24 h; inhibition, % at 20 µM; 330,000 tested, 2.2% active; AID 463190;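 active means inhibition of at least 40%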;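 further: mutant grown at 25 °C; 0% = DMSO wells with yeast and 100% = wells holding no yeast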
UPR XBP1 act = adaptive UPR (XBP1) activation; CHO-XBP1 luciferase reporter, IRE1-XBP1 UPR activation, luminescence; percent of tunicamycin response, DMSO as zero; activation, % at 20 µM; 330,000 tested, 0.33% active; AID 463104;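 active means versus positive control, 20 µM dose yields 30% or more activation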;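 further: 100% = tunicamycin at 10 µg/mL and 0% = DMSO only wells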
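Material: CHO cell line with stable XBP1 luciferase reporter; schedule: 16-18 h cell attachment at 37 °C, then 6 h compound exposure; signal: glow luminescence from Steady-Glo reagent; medium: serum-containing F12 medium, 10% FBS; benchmarks: tunicamycin 10 µg/mL and vehicle-only wells; read-out: percent activation relative to tunicamycin reference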
tim23-1 inh = growth inhibitors of tim23-1 mutant yeast; S. cerevisiae tim23-1 growth, BacTiter-Glo luminescence, 24 h; 330,000 tested, 1.3% active; inhibition, % at 20 µM; AID 463212;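 active means growth inhibition of the mutant yeast at or above 50%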;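 further: temperature-sensitive mutant grown at 25 °C; plate controls were DMSO-treated mutant yeast for no effect and medium wells lacking yeast for full effect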
Mdm2-MdmX inh = inhibitors of human Mdm2/MdmX interaction; SaOS-2 split-luciferase Mdm2/MdmX complementation, luminescence; inhibition, % at 8 µM; 330,000 tested, 3% active;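 active means inhibition of at least 50% at 8 µM in the primary screen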
Target sequence (O15151 whole entry, looked up): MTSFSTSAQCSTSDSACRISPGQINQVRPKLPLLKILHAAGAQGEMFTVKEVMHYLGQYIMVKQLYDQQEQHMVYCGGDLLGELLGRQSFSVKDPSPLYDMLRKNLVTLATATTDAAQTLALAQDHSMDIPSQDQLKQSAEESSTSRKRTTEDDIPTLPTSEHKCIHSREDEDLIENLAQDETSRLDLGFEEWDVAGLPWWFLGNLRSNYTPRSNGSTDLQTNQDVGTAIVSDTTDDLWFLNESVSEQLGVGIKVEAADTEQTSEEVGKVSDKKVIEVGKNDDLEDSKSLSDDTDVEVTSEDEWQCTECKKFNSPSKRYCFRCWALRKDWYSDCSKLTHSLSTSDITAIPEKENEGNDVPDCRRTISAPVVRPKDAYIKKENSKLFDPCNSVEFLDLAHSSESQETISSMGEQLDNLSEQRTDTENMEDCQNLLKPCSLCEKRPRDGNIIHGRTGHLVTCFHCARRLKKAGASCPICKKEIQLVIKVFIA
Target sequence (Q00987 whole entry, looked up): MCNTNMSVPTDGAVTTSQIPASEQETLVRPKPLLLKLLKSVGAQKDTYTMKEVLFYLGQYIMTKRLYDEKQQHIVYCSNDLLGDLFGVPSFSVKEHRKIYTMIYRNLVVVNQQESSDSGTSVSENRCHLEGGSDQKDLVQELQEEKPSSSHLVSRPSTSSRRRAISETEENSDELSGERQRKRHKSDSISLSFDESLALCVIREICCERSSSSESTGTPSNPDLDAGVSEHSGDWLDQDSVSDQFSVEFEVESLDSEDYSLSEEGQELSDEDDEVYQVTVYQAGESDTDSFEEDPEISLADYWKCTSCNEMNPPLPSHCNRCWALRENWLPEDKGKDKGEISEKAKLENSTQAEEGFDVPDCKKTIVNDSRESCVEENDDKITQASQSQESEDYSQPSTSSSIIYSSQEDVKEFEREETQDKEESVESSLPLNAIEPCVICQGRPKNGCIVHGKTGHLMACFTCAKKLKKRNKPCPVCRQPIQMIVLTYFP
NLRP3 yeast inh = inhibitors of NALP3 inflammasome in yeast; 330,000 tested, 0.39% active; Yeast reconstituted NLRP3/ASC/caspase-1, beta-gal luminescence, 24 h; inhibition, % at 10 µM;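 active means inhibition of 50% or more; inactive means inhibition below 50%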;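 further: plate controls were induced DMSO wells for no effect and uninduced yeast grown without galactose for full effect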
TIM10 inh = TIM10 yeast growth inhibition. inhibition, % at 10 µM. AID 463195. 330,000 tested, 1.4% active. S. cerevisiae TIM10 strain growth, BacTiter-Glo luminescence, 24 h;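 active means inhibition of 40% or more at the single tested concentration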;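 further: wild-type TIM10 isogenic control strain grown at permissive 25 °C; 0% = DMSO yeast wells and 100% = minimal medium wells without yeast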
* = called active by the depositor; nt = not tested or not shown.

SMILES | APJ ag | NR3A LBD binder | UPR CHOP act | tim10-1 inh | UPR XBP1 act | tim23-1 inh | Mdm2-MdmX inh | NLRP3 yeast inh | TIM10 inh
O=C(CN1CCOCC1)Nc1ccc(Br)cn1 | 3 | 1 | -1.1 | 5 | -2 | -3 | 9 | 12 | 1
COCc1ccc([C@@H]2C[C@H]3CN(Cc4ccccc4C)C(=O)[C@]34CCCN24)o1 | -4 | 0 | 2.3 | 14 | -1 | 15 | -10 | 12 | -17
O=C(Nc1cccnc1)c1cc(-c2cc(Cl)ccc2O)n[nH]1 | -3 | 32* | 7.0 | 4 | 7 | -3 | -75 | -10 | -4
CCCSc1ccc([C@@H]2[C@@H]3C(=O)N(CC)C(=O)[C@@H]3[C@]3(C(=O)OC)CCCCN23)cc1 | -1 | -4 | 0.7 | 14 | -2 | 30 | -2 | 19 | 8
COc1ccc(Nc2nc(C)nc3c2nnn3Cc2ccccc2)cc1OC | 1 | 0 | -0.3 | 7 | -4 | 5 | 5 | 8 | 13
O=C(CSc1nccn(-c2ccc(F)c(F)c2)c1=O)NC1CCCC1 | -2 | 2 | -2.0 | 9 | 1 | 13 | -13 | 11 | 13
CC(C)CC1(C)NC(=O)NC1=O (stereo not drawn) | -1 | 11* | -2.7 | 10 | 0 | 21 | 0 | 7 | -5
Cc1ccc2nc(NC(=O)C3CCN(c4ncnc5sc(C)c(C)c45)CC3)sc2c1 | 0 | 2 | -1.7 | -15 | -3 | -11 | 29 | 8 | -21
COc1ccc2c(c1OC)C(=O)N1C2SC(C)(C)[C@H]1C(=O)NC1CC1 (stereo partly drawn) | 0 | -2 | 0.0 | 3 | -4 | -2 | 7 | 6 | -7
Cn1c(SCc2ccc(Br)cc2)nc2ccccc2c1=O | 1 | 5 | 2.8 | -8 | -3 | 11 | 19 | 33 | -15
CC(=O)C1=C(O)C(=O)N(CCO)C1c1ccccc1 (stereo not drawn) | -1 | 0 | -0.1 | -1 | -1 | -6 | 20 | 12 | -10
CCn1c(SCc2nc3cc(OC)c(OC)cc3c(=O)[nH]2)nnc1-c1ccncc1 | -4 | -2 | 1.0 | 16 | -3 | 4 | 23 | 9 | 3
CN1C(=O)N(C)C2C1N(CN1CCCCC1)C(=O)N2CN1CCCCC1 (stereo not drawn) | 1 | -10 | -2.9 | -1 | 3 | 11 | 15 | 13 | 3
CC(=O)N1N=C(c2ccc(C)cc2)OC1c1cccnc1 (stereo not drawn) | -1 | -2 | 2.5 | 6 | 8 | 5 | -11 | 6 | -17
NC(=S)NC1CCS(=O)(=O)C1 (stereo not drawn) | -2 | -1 | -0.3 | -9 | -4 | -3 | 5 | 11 | -8
O=C(Nc1cccnc1)c1ccc(-c2ccccc2)cc1 | -1 | -9 | 4.7 | 16 | 3 | 11 | -56 | 23 | 18
CCN1C(=O)c2ccccc2Sc2ccc(C(=O)NCCCN3CCOCC3)cc21 | -4 | 0 | 4.4 | 19 | 0 | 8 | -22 | 7 | -6
O=C(CN1CCCCC1)Nc1cccc(-n2cnnn2)c1 | 6 | 1 | -1.4 | -4 | -2 | 8 | 0 | 12 | 1
COc1ccc(C(CNS(=O)(=O)c2ccc(C)cc2)N2CCN(C)CC2)cc1 (stereo not drawn) | 15 | 2 | -0.6 | 12 | 0 | -8 | -1 | 25 | 3
COc1ccc(-c2nc(N)n[nH]2)cc1OC | -1 | -3 | 0.6 | -4 | -1 | 6 | 4 | 9 | 13
CCN(CC)S(=O)(=O)c1ccc(N2CCCC2)c(NS(=O)(=O)c2ccccc2)c1 | -2 | 16* | 2.7 | 24 | 2 | 19 | 4 | -4 | 7
COc1ccc(C(CCNCc2ccc(N(C)C)cc2)c2ccccc2OC)cc1 (stereo not drawn) | -1 | -2 | -0.7 | 6 | -3 | -4 | 54* | 21 | 7
CCN(CC)C(=O)c1c(Cl)nc(C)c([N+](=O)[O-])c1C | -4 | 2 | 0.4 | 15 | -2 | 10 | -8 | 5 | -6
CCC1(C)Cc2ccccc2-c2c1c(=O)n(-c1ccc(C)cc1)c1nnnn21 (stereo not drawn) | 0 | 1 | -1.0 | 11 | -2 | -1 | -15 | 6 | 13
CCOC(=O)N1CCC(NCc2c(C(=O)N(C)Cc3ccccc3)nc3ccccn23)CC1 | -4 | 0 | -1.4 | 13 | 2 | 16 | 8 | -11 | -10
C=CCN(CC=C)C(=S)Nc1ccc2nsnc2c1 | -1 | -5 | 0.1 | 3 | -1 | 27 | 11 | 20 | 19
O=C(CCN1CCCCCC1)Nc1ccc(F)cc1 | 3 | 0 | -1.2 | -12 | 0 | 12 | 21 | -4 | 4
CCOc1ccc(CC(=O)N2CCC3(CC2)NCCc2[nH]cnc23)cc1 | -3 | 0 | -0.7 | -6 | -3 | -6 | 19 | 5 | 4
Cc1cccc(N2CC(C(=O)NCCC3=CCCCC3)CC2=O)c1C (stereo not drawn) | -2 | -1 | 1.5 | 21 | -1 | 15 | -5 | 14 | 1
CCCCNS(=O)(=O)/C=C/c1ccccc1 | -3 | 0 | -1.0 | 7 | -2 | 17 | 15 | 17 | 4
CC12CNCC(C)(CN(C(c3ccccc3)c3ccccc3)C1)C2 | -1 | 0 | 0.3 | 3 | -4 | 13 | 96* | 16 | 5
Oc1ccc[n+](CCCCC[n+]2cccc(O)c2)c1 | -1 | 0 | 8.4 | -6 | 1 | 3 | 14 | 12 | -13
COc1ccc(N(CC(=O)N2CCN(c3cccc(Cl)c3)CC2)S(=O)(=O)c2c(C)noc2C)cc1 | 0 | 0 | 4.0 | 18 | -6 | 25 | 18 | 10 | 20
CC1(C)Cc2ccccc2-c2nc(NCCO)n(-c3ccccc3)c(=O)c21 | -4 | -8 | 0.0 | 17 | 0 | 23 | 8 | 9 | 13
COc1ccccc1CNC(=O)c1sccc1C | 0 | 0 | 2.0 | -25 | 12 | -7 | 20 | 8 | -4
O=C(COc1ccc2c3c(c(=O)oc2c1)CCC3)N1CCN(c2ccccc2)CC1 | -3 | -2 | 2.0 | 5 | 0 | 18 | 4 | 1 | 5
CC(C)NC(=O)CSc1nc(N)c(NC(=O)c2ccco2)c(=O)[nH]1 | -2 | 2 | -1.9 | 0 | 2 | 12 | -17 | 6 | 0
CC1=NOC(=O)/C1=C/c1ccc(-c2ccc(Cl)cc2)o1 | 20* | nt | 265* | 44* | -9 | 65* | 100* | 15 | 65*
Cc1ccccc1N1CC(C(=O)N2CCc3ccccc32)CC1=O (stereo not drawn) | 5 | -1 | 1.7 | 6 | 0 | 20 | -15 | 10 | 2
CCc1cc(-c2[nH]ncc2-c2ccc(OC)cc2)c(O)cc1O | 6 | 41* | -0.1 | 36 | -3 | 22 | 37 | 21 | 15
CN1CC(=O)N(CCOc2ccccc2)C1=O | -3 | 3 | -1.2 | 4 | -1 | 9 | -9 | 5 | -10
CCCCOc1ccc(C(=O)NCC(=O)N2CC(C)OC(C)C2)cc1 (stereo not drawn) | 5 | 1 | -0.3 | -1 | -2 | -14 | 0 | 25 | 9
CC(C(=O)Nc1ccccc1C(=O)N1CCOCC1)N(c1ccccc1)S(C)(=O)=O (stereo not drawn) | -17 | -3 | 0.4 | 10 | 2 | 12 | -2 | 2 | 7
N#Cc1ccsc1NC(=O)CN1CCN(c2ccc(O)cc2)CC1 | 0 | -2 | 1.8 | 5 | -2 | -20 | 4 | 7 | -3
Cc1ccc(C(=O)CCC(=O)NC2CCCC(C)C2C)cc1 (stereo not drawn) | -5 | 1 | 1.2 | 19 | -2 | 27 | 46 | 25 | 4
O=C(O)CSc1nnc(NC(=O)c2ccc3c(c2)OCO3)s1 | -3 | 1 | -3.1 | 26 | -5 | 16 | 10 | 9 | -1
OCCCCNCc1ccc(OCc2ccc(Cl)cc2Cl)cc1 | 0 | -2 | 1.2 | -50 | 6 | 17 | 43 | 34 | -9
O=C(Nc1sc2c(c1C(=O)O)CCCC2)c1ccc(F)cc1 | -3 | -3 | 9.8 | 12 | 0 | 24 | -81 | 1 | 4

One compound at a time, as listed above. Screens in order: APJ ag	NR3A LBD binder	UPR CHOP act	tim10-1 inh	UPR XBP1 act	tim23-1 inh	Mdm2-MdmX inh	NLRP3 yeast inh	TIM10 inh
Results for OCCCCNCc1ccc(OCc2ccc(Cl)cc2Cl)cc1 : 0	-2	1.2	-50	6	17	43	34	-9
Results for CCCCOc1ccc(C(=O)NCC(=O)N2CC(C)OC(C)C2)cc1 (stereo not drawn) : 5	1	-0.3	-1	-2	-14	0	25	9
Results for CCc1cc(-c2[nH]ncc2-c2ccc(OC)cc2)c(O)cc1O : 6	41*	-0.1	36	-3	22	37	21	15
Results for Cc1ccc(C(=O)CCC(=O)NC2CCCC(C)C2C)cc1 (stereo not drawn) : -5	1	1.2	19	-2	27	46	25	4
Results for N#Cc1ccsc1NC(=O)CN1CCN(c2ccc(O)cc2)CC1 : 0	-2	1.8	5	-2	-20	4	7	-3

Carrying on:
SMILES | APJ ag | NR3A LBD binder | UPR CHOP act | tim10-1 inh | UPR XBP1 act | tim23-1 inh | Mdm2-MdmX inh | NLRP3 yeast inh | TIM10 inh
COCCn1c(SCC(=O)N2CCCCCC2)nc2c(c1=O)SCC2 | -2 | -8 | 2.8 | 20 | 0 | 0 | -1 | 9 | 4
O=c1c(C(c2ccc(F)cc2)c2c(O)nc3n(c2=O)CCS3)c(O)nc2n1CCS2 | 1 | 0 | -2.6 | -16 | 2 | -6 | 1 | 10 | 2
COC(=O)c1ccc(Oc2cc(C)nc(SC)n2)cc1 | 0 | -1 | -2.8 | 21 | -1 | 17 | 39 | 24 | 0
CC(C)(C)NC(=O)NC(=O)CSc1n[nH]c(-c2ccccc2Br)n1 | -1 | -2 | 0.1 | 18 | -3 | 18 | 7 | 0 | 2
CCc1ccc(N2CC(C(=O)Nc3ccc(S(=O)(=O)N4CCOCC4)cc3)CC2=O)cc1 (stereo not drawn) | -2 | -2 | 2.5 | 3 | 1 | -13 | 24 | 14 | 1
Cc1ccc(C(=O)NCCc2ccc(S(N)(=O)=O)cc2)cc1[N+](=O)[O-] | -3 | -2 | -2.5 | 0 | -2 | 13 | -14 | 1 | -9
Cc1ccc(S(=O)(=O)N2CCCOC2CNC(=O)C(=O)NC2CCCCC2)cc1 (stereo not drawn) | -2 | -1 | -1.7 | 8 | 4 | -1 | -15 | 3 | -15
COCCCNC(=O)c1ccc(C(=O)NCCCOC)cc1 | 5 | 1 | 1.5 | -1 | 2 | 8 | 10 | 24 | 4
O=C(Nc1nnc(C2CC2)s1)c1cccnc1Oc1ccc(Cl)cc1 | -1 | -1 | 9.2 | 16 | 0 | 24 | 8 | 20 | -7
Cc1ccc(NC(=O)Cn2nnc(C(=O)Nc3ccc(C)c(C)c3)c2N)cc1 | 0 | -4 | 2.1 | 2 | 4 | 18 | -10 | -20 | -17
O=S(=O)(c1ccc2ccccc2c1)N1CCN(CCO)CC1 | -1 | 0 | -1.4 | 11 | -4 | 10 | -11 | 10 | 16
